Source: PubChem BioAssay (National Center for Advancing Translational Sciences (NCATS))
IL1B secr inh – inhibitors of inflammasome signaling (IL-1 beta secretion). THP-1 LPS/ATP IL-1B secretion, AlphaLISA, 16 h; hits give low values. activity change, % at 57.5 µM. AID 743279. 360,000 tested, 4.7% active; in the data active = activity change below about -50%; inconclusive = mostly about -30% to -49%; note: % is set by controls: 0 for no effect and ±100 for the full control effect
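THP-1 cells pretreated 1 hr with compounds (up to 57.5 uM final), then stimulated with LPS (250 ng/mL final) plus ATP (1.25 mM final); secreted IL-1B measured by AlphaLISA after 16 hr, decreased signal indicating inhibition.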
KB-3-1 tox – kills parental KB-3-1 adenocarcinoma cells; 400,000 tested, 1.4% active; KB-3-1 viability, CellTiter-Glo ATP luminescence, 72 h; Potency, µM (highest dose often 46.1 µM), for the others: at the highest dose activity change, negative = cytotoxic, usual class: cytotoxic; note: potency is the fitted concentration of half-maximal effect; % is set by controls: 0 for no effect and ±100 for the full control effect; nearly all actives have a fitted effect of over 60% in size
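KB-3-1 parental drug-naive adenocarcinoma cells in DMEM/10% FBS, incubated 72 h at 37 C with pin-transferred compounds across a concentration series. Viability by CellTiter-Glo luminescence; concentration-response curves fitted after normalization.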
SW480 rerep – inducers of DNA re-replication in SW480 colon cancer cells; SW480 DNA re-replication, Hoechst DNA content imaging, 48 h; 340,000 tested, 1.8% active; AID 624297; Potency, µM (highest dose often 46.1 µM), without a hit: at the highest dose re-replication activation, usual class: activators; note: potency is the fitted concentration of half-maximal effect; % of control where 0% means no effect; nearly all actives have a fitted effect of over 55% in size
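Readout is total intensity of Hoechst-stained nuclei, excited at 405 nm and collected at 500-530 nm. Compound treatment lasted 48 hr at 37 C in 5% CO2 before staining.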
WRN inhibitor – inhibitors of human WRN helicase; WRN helicase unwinding, fluorescent forked duplex, kinetic; 360,000 tested, 0.46% active; Q14191; AID 651768; Potency, µM (doses to about 114 µM), for the others: at the top dose activity change, negative = inhibition, actives largely listed as inhibitors; note: potency is the fitted concentration of half-maximal effect; % is set by controls: 0 for no effect and ±100 for the full control effect; nearly all actives have a fitted effect of over 55% in size
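Fluorescence dequenching readout, ex 525 nm/em 598 nm, kinetic mode: forked duplex DNA (100 nM final) with adjacent fluorophore and quencher unwound by WRN (20 nM final) with 2 mM ATP. Compound preincubation 15 min, room temperature.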
MCF10A rereplic – induces DNA re-replication in MCF 10a normal breast cells | MCF 10A DNA re-replication, Hoechst nuclear intensity, 48 h | Potency, µM (doses to about 46.1 µM), without a hit: at the highest dose activity, positive = re-replication, hits mostly activators | 350,000 tested, 2.9% active; note: potency is the fitted concentration of half-maximal effect; % of control where 0% means no effect; nearly all actives have a fitted effect of over 50% in size
HT1080NT lethal – kills 2HG-producing HT-1080-NT fibrosarcoma cells; HT-1080-NT fibrosarcoma viability, CellTiter-Glo ATP luminescence, 48 h; Potency, µM (series often up to 46.1 µM), for the others: at the highest dose activity, negative = less viability, usual class: cytotoxic; 360,000 tested, 1.6% active; AID 686970;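 note: NT is the 2HG producing partner of a matched IDH1 knockdown line; potency is the fitted concentration of half-maximal effect; 0% = DMSO-treated cells and -100% = media-only wells without cells; nearly all actives have a fitted effect of over 55% in size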
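Fibrosarcoma NT cells, 750 per well in 5% FBS RPMI, were exposed to compound for 48 hours. Viability: CellTiter-Glo luminescence.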
KB-V1 MDR tox – kills drug-selected multidrug resistant KB-V1 cells | KB-V1 MDR cells viability, CellTiter-Glo, 72 h | Potency, µM (titrated, usually from 46.1 µM), inactives show at the top dose activity change, negative = cytotoxicity, hits mostly cytotoxic | 400,000 tested, 3.4% active | AID 1347076; note: potency is the fitted concentration of half-maximal effect; % is set by controls: 0 for no effect and ±100 for the full control effect; nearly all actives have a fitted effect of over 60% in size
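Drug-selected KB-V1 cells, grown in DMEM lacking phenol red with 10% FBS, receive compound titrations; after three days at 37 degrees C, surviving cell ATP is quantified by CellTiter-Glo luminescence and responses normalized and curve-fitted.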
HT1080 IDH1KD tx – toxicity to HT-1080 IDH1 knockdown cells (counter line). 360,000 tested, 2% active. Potency, µM (doses to about 46.1 µM), for the others: at the top dose activity, negative = toxicity, hits mostly cytotoxic. AID 686971. HT-1080 IDH1 knockdown viability, ATP luminescence, 48 h;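 note: potency is the fitted concentration of half-maximal effect; 0% = DMSO wells and -100% = cell-free medium wells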
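Using the IDH1-knockdown HT-1080 line run in the same batch and compound series as the NT line, viability after 48 h at 37 °C was determined by CellTiter-Glo luminescence and expressed as % activity.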
ATXN2 expr inh – ATXN2 expression inhibition | HEK-293 ATXN2-luciferase reporter, luminescence, 24 h | Potency, µM (series often up to 57 µM), without a hit: at the top dose activity change, negative = inhibition, actives largely listed as inhibitors | 360,000 tested, 0.72% active | AID 1745845; note: potency is the fitted concentration of half-maximal effect; % is set by controls: 0 for no effect and ±100 for the full control effect; nearly all actives have a fitted effect of over 55% in size
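ATXN2-luciferase reporter cells (luciferase flanked by upstream and downstream ATXN2 gene portions) were treated 24 h at 37 °C with compounds at up to 57 uM. SteadyGlo luminescence gave expression; GF-AFC fluorescence gave viability.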
* = called active by the depositor; ? = inconclusive; . = not tested or not shown; [ ] = dose if it differs, or a comment. Unless noted, calls come from the whole dose curve; as a rule, active = well fitted curve in the direction sought with a large enough effect; inconclusive = small, poorly fitted or top-dose-only effect, or another doubt; inactive = no such curve, though single readings can be large; an effect the other way counts as inactive or inconclusive.

Under each structure: IL1B secr inh	KB-3-1 tox	SW480 rerep	WRN inhibitor	MCF10A rereplic	HT1080NT lethal	KB-V1 MDR tox	HT1080 IDH1KD tx	ATXN2 expr inh
- N#CC1=C(N)OC2=C(CN(Cc3ccccc3)C/C2=C\c2cccnc2)C1c1cccnc1 (configuration not stated)
    -8	-7%	-1%	-8%	9%	0%	15%	-14%	0%
- CC(NC(=O)c1ccc(CS(=O)(=O)Cc2ccccc2F)o1)c1ccc2c(c1)OCCO2 (configuration not stated)
    -13	8%	0%	0%	9%	4%	1%	14%	-1%
- Cc1cc(OCCn2ccnc2)cc(C(C)C)c1
    3	-2%	-5%	-3%	8%	-3%	?	1%	-7%
- COc1cccc2c1cc1c(=O)n(CC(=O)NC3CCCCC3)nc(C)n12
    -2	0%	-40%	5%	2%	-9%	-7%	-2%	.
- CCOc1ccc(NC2=CC(=O)CCC2)cc1
    14	-7%	2%	-3%	4%	-18%	0%	-5%	-6%
- CC(=O)c1cccc(NC(=O)C2CCN(C(=O)c3ccccc3Cl)CC2)c1
    0	-11%	3%	-26%	-2%	-7%	-14%	-9%	-16%
- CCOC(=O)C1CCN(C(=O)C23CC4CC(CC(C4)C2)C3)CC1
    15	6%	-5%	-7%	14%	5%	-15%	1%	-4%
- COc1ccccc1N(CC(=O)N1CCCC1)S(=O)(=O)c1cc([N+](=O)[O-])ccc1Cl
    -26	-26%	-18%	-5%	5%	2%	?	5%	-19%
- O=C(Cn1c(C(F)(F)F)nc2ccccc21)Oc1cccc(C(F)(F)F)c1
    4	10%	-4%	0%	1%	11%	-8%	-3%[9.24 µM]	4%
- Cc1cccnc1NC(=O)CNC(=O)C1CCCCC1
    16	0%	29%	-3%	4%	1%[9.24 µM]	0%	8%	-15%
- COc1ccc(NC(=O)N2CCN(CCC#N)CC2)cc1
    -4	-4%	2%	10%	6%	12%	-1%	9%	3%
- Cc1nn(C(=O)CN2C(=O)c3ccccc3C2=O)c(C)c1Br
    18	5%	4%	14%	-5%	3%	17%	6%	5%
- COC(=O)c1cc(NC(=O)c2cc(C)oc2C)cc(C(=O)OC)c1
    8	12%	3%	-11%	2%	-1%	-5%	3%	-6%
- CN1OC[C@@H]2CN(Cc3ccccc3)[C@H](c3cccc(-c4ccccc4)c3)C[C@@H]21
    -22	-5%	.	-3%	.	-17%	21%	-13%	-28%
- CCOC(=O)C1=C(C)NC2=C(C(=O)CCC2)C1c1cccnc1 (configuration not stated)
    3	-9%	-1%	2%	2%	5%	-6%	0%	5%
- CC1CCN(Cc2nnnn2-c2ccc(Cl)cc2)CC1
    8	2%	2%	-8%	?	-2%	-5%	0%	-17%
- O=C1/C(=C\c2ccccc2)CCC/C1=C/c1ccccc1
    -25	?	?	-14%	15µM*	?	?	?	?
- COCCn1nnnc1CN(Cc1cc2cc(OC)c(OC)cc2[nH]c1=O)C1CCCC1
    0	11%	-15%	-4%	16%	-12%	-2%	-11%	2%
- Nc1ccccc1SC1CC(=O)N(c2ccccc2Cl)C1=O (configuration not stated)
    -3	-5%	3%	-1%	-4%	-3%	-3%	-1%	.
- COCCn1c(C)cc(/C=C(\C#N)C(=O)OCC(=O)N(C)c2c(N)n(Cc3ccccc3)c(=O)[nH]c2=O)c1C
    -10	-10%	-2%	-5%	-1%	-2%	7%	-2%	1%
- Nc1nccc(-c2cc(-c3ccc(Cl)cc3Cl)no2)n1
    .	-22%	-13%	-32%	-3%	-20%	?	-26%	29%
- O=C(c1cc(Cl)cc(Cl)c1)N1CCC(=O)N([C@H](COCc2ccccc2)Cc2ccccc2)CC1
    ?	?	.	-8%	.	?	?	?	?
- CC1(c2ccccc2)NC(=O)N(CC(=O)N2CCOCC2)C1=O (configuration not stated)
    7	3%	-13%	-5%	0%	12%	1%	0%	-3%
- O=C(NS(=O)(=O)c1ccccc1)c1ccccc1O
    0	13%	0%	6%	-1%	13%	0%	21%	0%
- O=C(O)[C@H]1CCCC[C@H]1C(=O)NCCNC(=O)[C@@H]1CCCC[C@@H]1C(=O)O
    -2	0%	-3%	1%	-1%	14%	9%	0%	-9%
- Cc1cccc(-n2nc3c(c2NC(=O)c2ccc4c(c2)OCO4)CS(=O)(=O)C3)c1C
    ?	-19%	-4%	-2%[57.1 µM]	0%	1%	-9%	2%	-1%
- CC(C)n1c(O)c(N=NC(=O)Cc2csc(N3CCOCC3)n2)c2ccccc21
    8	10%	-1%	8%	-18%	15%	0%	7%	-24%
- COc1cnc(-c2cccc(C(F)(F)F)c2)nc1OC
    -3	-1%	-7%	-1%	-1%	27%	8%	27%	-11%
- Cc1ccc(NC(=O)COC(=O)c2c(-c3ccccc3)noc2C)c(C)c1
    6	-17%	7%	0%	-13%	-1%	-16%	-1%	-32%
- COc1ccc(C(c2nnnn2Cc2ccccc2)N2CCN(C(=O)c3ccco3)CC2)cc1OC (configuration not stated)
    7	6%	17%	-28%[57.1 µM]	4%	-2%	-23%	-4%	-10%
- CCC/C(=N\NC(=O)Cc1csc(N2CCOCC2)n1)c1ccccc1
    12	-12%	-13%	6%	5%	8%	1%	17%	8%
- COCC1CCN(Cc2cn[nH]c2-c2ccc(OC)c(F)c2)C1 (configuration not stated)
    4	12%	-1%	-5%	0%	1%	2%	7%	3%
- COc1ccc([C@H]2CC(=O)C[C@@H](CCn3cc(CC4CCCC4)nn3)O2)cc1
    11	3%	.	2%	.	2%	?	2%	11%
- CN(C)CCNC(=O)c1ccc(-c2cn3c(-c4ccc(Oc5ccccc5)cc4)cnc3cn2)cc1
    -66*	-30%	.	20%[57.1 µM]	.	?	0%	?	?
- COc1cccc(CN2CCN(Cc3ccco3)CC2)c1
    -18	2%	-10%	5%	-2%	0%	-12%	-5%	-2%
- COc1ccc(-c2cc(C(=O)NCc3ccco3)c3ccccc3n2)c(OC)c1
    15	-9%	13%	-6%	-8%	-6%	-20%	2%	-6%
- COc1cccc(C(=O)Nc2cccc(S(=O)(=O)NC3=NCCC3)c2)c1
    6	0%	-4%	-8%	0%	3%	0%	-2%	.
- CCOC(=O)c1sc(NC(=O)Nc2ccc(Cl)cc2)nc1C
    -28	-12%	1%	1%	6%	-7%	-1%	-1%	11%
- CN1C(=O)CSc2ccc(NC(=O)N3CCN(c4ccccn4)CC3)cc21
    54	-16%	-6%	3%	-39%[inhibitor]	4%	18µM*	4%	13%
- COC(=O)CSc1nnc(CNC(=O)c2cccc(C)c2)n1-c1ccccc1OC
    -29	8%	-6%	0%	0%	13%	-5%	24%	-9%
- COc1ccc(NC(=O)CSc2nncn2N)c(OC)c1
    20	13%	-1%	12%	10%	-2%	?	5%	25%
- CCN(C(=O)CSc1nnc(-c2ccco2)n1C)c1c(N)n(Cc2ccccc2)c(=O)[nH]c1=O
    -2	12%	-2%	6%	5%	6%	-2%	17%	9%
- Cc1nn(CCC(=O)O)c(C)c1C
    8	7%	4%	-2%	7%	9%	11%	3%	0%
- COc1ccc(NC(=O)C(=S)N2CCCC2)cc1
    -6	0%	0%	-11%	-6%	5%	6%	9%	30%
- C/C(=N\NC(=S)Nc1ccc(F)cc1)c1ccc2c(c1)OCCO2
    -58*	?	?	-25%	5.8µM*	?	12µM*	?	16%
- Cc1ccc(S(=O)(=O)NCCC(=O)NCCCSc2ccccc2)cc1
    -28	0%	?	-10%	?	-1%	7%	-9%	-18%
- CCNC(=O)C1(C)CCCN(Cc2csc(-c3ccccc3)n2)C1 (configuration not stated)
    16	0%	.	-4%	.	?	5%	?	4%
- COc1ccccc1C(=O)OCc1c(F)cccc1Cl
    2	17%	-2%	3%	-5%	13%	21%	16%	2%
- Cc1ccc[n+](C(C(=S)NCc2ccco2)=C([O-])c2ccccc2Cl)c1
    -5	-5%	2%	-12%	12%	6%	21µM*	17%	11%
- CCOC(=O)N1CCC(NC(=S)Nc2ccc3nc(N4CCN(CC)CC4)cc(C)c3c2)CC1
    -1	?	?	3%	10%	?	-2%	?	-29%
- CC(C)CN(CC(C)C)C(=O)CS(=O)(=O)Cc1ccccc1
    -10	8%	5%	4%	-2%	-2%	13%	0%	-1%
- COc1cccc(NC(=O)Nc2ccc(C(C)(C)C)cc2)c1
    -66*	?	?	-4%	?	16µM*	-1%	?	-29%
- Cc1[nH]c(C)c(S(=O)(=O)N2CCN(c3cccc(C(F)(F)F)c3)CC2)c1C(=O)N1CCCCC1
    -14	-23%	-4%	-4%	-10%	-8%	-11%	0%	.
- CC(C(=O)Nc1ccccn1)N1C(=O)C2C3C=CC(C3)C2C1=O (configuration not stated)
    25	9%	0%	5%	-1%	3%	13%	5%	-32%
- CC(CCc1ccccc1)NC(=O)CCc1cn(C)c2ccccc12 (configuration not stated)
    -77*	-1%	-9%	-2%	6%	25%	0%	18%	-11%
- CCCCC(CC)C(=O)Nc1cc(C(=O)NCCC)ccc1N1CCC2(CC1)CC(c1ccccc1)=NO2 (configuration not stated)
    -17	7%	-9%	-5%	-1%	-1%	1%	0%	11%
- CCc1ccc(NC(=O)CN(C)S(=O)(=O)c2ccc3[nH]c(=O)oc3c2)cc1
    -7	-4%	2%	-10%	0%	-3%	26%	1%	3%

Outcome played no part in choosing rows. Share with any hit: about 12%.
